TRHR ag – qHTS for Small Molecule Agonists and Allosteric Enhancers of Human TRH Receptor: Primary Screen for Agonists; TRHR cells, calcium flux fluo-8, FDSS agonist mode; activation, % at 2 µM; hit rate 0.18% among 360,000; AID 493084, 2011; Thyrotropin-releasing hormone receptor (Homo sapiens), P34981; in the data active = activation above about 30%; note: 0% is about no effect
Target sequence (P34981 whole entry, looked up): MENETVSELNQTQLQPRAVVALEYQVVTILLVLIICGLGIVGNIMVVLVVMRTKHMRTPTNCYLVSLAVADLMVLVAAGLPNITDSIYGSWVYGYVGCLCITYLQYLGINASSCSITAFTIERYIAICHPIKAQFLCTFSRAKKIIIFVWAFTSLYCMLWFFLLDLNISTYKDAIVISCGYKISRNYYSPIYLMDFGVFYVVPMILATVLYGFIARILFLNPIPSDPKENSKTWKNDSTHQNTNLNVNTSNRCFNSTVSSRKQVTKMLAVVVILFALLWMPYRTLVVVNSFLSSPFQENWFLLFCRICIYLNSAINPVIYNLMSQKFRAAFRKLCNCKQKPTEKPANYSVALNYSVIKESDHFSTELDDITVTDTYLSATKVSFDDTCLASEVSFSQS
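TRHR-expressing cells, plated overnight in medium with 10% serum, were loaded with fluo-8 calcium dye at room temperature. After a 10 s baseline, library compound was pin-added and calcium release was recorded kinetically (ex 480/em 530) as agonist response.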
USP1 inh – Inhibitors of USP1/UAF1: Primary Screen. Ubiquitin carboxyl-terminal hydrolase 1 (Homo sapiens), O94782. recombinant USP1/UAF1, Ub-Rhodamine cleavage fluorescence. Potency, µM (doses to about 57.1 µM), inactives show top-dose activity change, negative = inhibition, most hits filed as inhibitors. hit rate 0.23% among 390,000; note: potency is the fitted concentration of half-maximal effect; % is set by controls: 0 for no effect and ±100 for the full control effect; nearly all actives have a fitted effect of over 60% in size; inactives centre near -12
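USP1/UAF1 complex at 1 nM was preincubated with compound for 15 min at room temperature, then Ub-Rho substrate (150nM final) was added. Fluorescence (480/540 nm) was read kinetically, 6 reads every 60 seconds.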
Pin1 inhibitor – qHTS Assay to Find Inhibitors of Pin1 | Peptidyl-prolyl cis-trans isomerase NIMA-interacting 1 (Homo sapiens), Q13526 | Pin1 FP peptide displacement, HiFluor488, 10 min | Potency, µM (doses to about 115 µM), inactives show at the top dose activity, negative = inhibition, actives largely listed as inhibitors | hit rate 0.009% among 390,000; active = well fitted inhibition curve with a large enough effect in the polarisation, with a control signal flat, not every such curve was filed as active; inconclusive = small, poorly fitted or top-dose-only effect, or effect the other way, or a change in a side signal; inactive = no such curve, though single readings can be large or run the other way; the % refers to the polarisation; note: potency is the fitted concentration of half-maximal effect; % is set by controls: 0 for no effect and ±100 for the full control effect
Target sequence (Q13526 whole entry, looked up): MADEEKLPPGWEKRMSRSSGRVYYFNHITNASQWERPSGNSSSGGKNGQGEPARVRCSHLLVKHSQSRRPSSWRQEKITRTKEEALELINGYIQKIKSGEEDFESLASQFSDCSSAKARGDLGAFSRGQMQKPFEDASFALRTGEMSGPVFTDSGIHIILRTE
D2 agonist – HTS Assay for Allosteric Agonists of the Human D2 Dopamine Receptor: Primary Screen for Agonists; D(2) dopamine receptor (Homo sapiens), P14416; HEK293 T-REx D2 cells, calcium flux agonist mode; activation, % at 2 µM; hit rate 0.53% among 340,000; AID 485358, 2010;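 active = activation over 3 SD above normal in the single-dose calcium agonist read, cut at about 30% in these data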; note: 0% is about no effect
Target sequence (P14416 whole entry, looked up): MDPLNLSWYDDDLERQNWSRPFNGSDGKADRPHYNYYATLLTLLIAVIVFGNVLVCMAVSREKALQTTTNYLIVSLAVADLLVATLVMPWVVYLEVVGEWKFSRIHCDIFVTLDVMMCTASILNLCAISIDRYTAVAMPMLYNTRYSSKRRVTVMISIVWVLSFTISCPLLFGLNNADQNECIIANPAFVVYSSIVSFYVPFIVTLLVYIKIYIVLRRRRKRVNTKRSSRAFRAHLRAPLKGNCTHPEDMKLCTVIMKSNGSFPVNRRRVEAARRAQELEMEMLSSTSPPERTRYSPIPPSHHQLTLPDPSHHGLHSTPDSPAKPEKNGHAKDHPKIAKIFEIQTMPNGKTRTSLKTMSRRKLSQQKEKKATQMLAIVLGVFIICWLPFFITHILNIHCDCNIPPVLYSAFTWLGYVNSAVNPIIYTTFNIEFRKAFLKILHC
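Agonism scored from kinetic calcium signal (1 read/sec, 180 s) following compound pin transfer, after a 10 s baseline. Cells: HEK293 Trex line expressing inducible D2 receptor coupled to calcium, dye-loaded after overnight culture at 30 C.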
D2 antagonist – HTS Assay for Allosteric Antagonists of the Human D2 Dopamine Receptor: Primary Screen for Antagonists | AID 485344, 2010 | inhibition, % at 10 µM | HEK293 TREx D2 cells, calcium flux, dopamine EC80 | hit rate 2% among 340,000 | D(2) dopamine receptor (Homo sapiens), P14416; in the data active = inhibition above about 30%; note: 0% is about no effect
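Calcium flux kinetic readout in an inducible HEK293 TREx D2 line plated overnight at 30 C. After 180 s compound exposure, an EC80 dopamine challenge follows with another 180 s kinetic read to detect antagonism.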
rTrxR1 inhibitor – qHTS Assay for Inhibitors of Mammalian Selenoprotein Thioredoxin Reductase 1 (TrxR1): qHTS; recombinant rTrxR1, NADPH fluorescence consumption, selenite substrate; Thioredoxin reductase 1, cytoplasmic (Rattus norvegicus), O89049; Potency, µM (highest dose often 114 µM), inactives show top-dose activity change, negative = inhibition, usual class: inhibitors; hit rate 1% among 390,000; note: potency is the fitted concentration of half-maximal effect; % is set by controls: 0 for no effect and ±100 for the full control effect; nearly all actives have a fitted effect of over 65% in size
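Rat TrxR1 (90 nM in the dispensed reagent) was pre-reduced with 400 uM NADPH for 5 min at room temperature, then incubated with compound for 15 min. After 400 uM selenite was added, NADPH fluorescence (Ex 340/Em 450 nm) was followed for 8 min.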
TRHR enhancer – qHTS for Small Molecule Agonists and Allosteric Enhancers of Human TRH Receptor: Primary Screen for Enhancers. Thyrotropin-releasing hormone receptor (Homo sapiens), P34981. TRHR cells, fluo-8 calcium fluorescence, EC20 TRH enhancement. enhancement, % at 2 µM. hit rate 0.66% among 360,000; in the data active = enhancement above about 30%; note: 0% is about no effect
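TRHR-expressing cells loaded with fluo-8 calcium dye were read kinetically (ex 480/em 530) during compound addition, then stimulated with an EC20 of TRH (10 nM final). Enhancement of the Gq-mediated intracellular calcium response was scored.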
IDH1 R132H inh – qHTS for Inhibitors of mutant isocitrate dehydrogenase 1 (IDH1): qHTS. Isocitrate dehydrogenase [NADP] cytoplasmic (Homo sapiens), O75874. IDH1-R132H enzyme, NADPH consumption, diaphorase/resazurin fluorescence. Potency, µM (top dose mostly 76.6 µM), without a hit: at the top dose activity change, negative = inhibition, actives largely listed as inhibitors. hit rate 0.093% among 390,000. AID 602179, 2012; note: potency is the fitted concentration of half-maximal effect; % is set by controls: 0 for no effect and ±100 for the full control effect; nearly all actives have a fitted effect of over 65% in size
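IDH1-R132H (0.5 ug/mL) preincubated 30 min with compound, then NADPH (0.016 mM) and alpha-KG (2 mM) added; 80 min at RT, pH 7.5. Remaining NADPH coupled via diaphorase/resazurin to fluorescence (540/590 nm); concentration-response curves normalized to no-enzyme control.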
TrxR1 substrate – qHTS Assay for Substrates of Mammalian Selenoprotein Thioredoxin Reductase 1 (TrxR1): qHTS; Thioredoxin reductase 1, cytoplasmic (Rattus norvegicus), O89049; purified TrxR1 substrate turnover, NADPH consumption readout; Potency, µM (series often up to 114 µM), for inactives: at the top dose activity change, negative = substrate turnover; hit rate 0.01% among 390,000; AID 588456, 2011; note: potency is the fitted concentration of half-maximal effect; % is set by controls: 0 for no effect and ±100 for the full control effect; nearly all actives have a fitted effect of over 50% in size
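Rat TrxR1, dispensed at 90 nM, was prereduced with 400 uM NADPH (final) for 5 min at ~22 deg C, then incubated with compound 15 min before 400 uM selenite. A first-read NADPH fluorescence drop versus no-compound background flagged substrates.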
Numbers without * were called inactive; u = inconclusive; x = no result given; [ ] = another dose, or the depositor's remark. Unless noted, calls come from the whole dose curve; as a rule, active = well fitted inhibition curve with a large enough effect; inconclusive = small, poorly fitted or top-dose-only effect; inactive = no such curve, though single readings can be large or run the other way. This is a subset; rates above refer to the full screens.

Start of the listing, in advance, two compounds:
SMILES	TRHR ag	USP1 inh	Pin1 inhibitor	D2 agonist	D2 antagonist	rTrxR1 inhibitor	TRHR enhancer	IDH1 R132H inh	TrxR1 substrate
COc1nccc(C(F)(F)F)c1C(=O)NC(=O)Nc1ccccc1	-0.5	-15.3%	-0.2%	0.2	-3.4	15.3%	6.8	-3.3%	-6.1%
O=C(Cn1nc(C(=O)O)c2ccccc2c1=O)Nc1ccc(Cl)c(S(=O)(=O)N2CCOCC2)c1	x	0.8%	10.2%	x	x	17.9%[57.1 µM]	x	0.0%	9.2%[57.1 µM]

Results, from the start:
SMILES	TRHR ag	USP1 inh	Pin1 inhibitor	D2 agonist	D2 antagonist	rTrxR1 inhibitor	TRHR enhancer	IDH1 R132H inh	TrxR1 substrate
COc1nccc(C(F)(F)F)c1C(=O)NC(=O)Nc1ccccc1	-0.5	-15.3%	-0.2%	0.2	-3.4	15.3%	6.8	-3.3%	-6.1%
O=C(Cn1nc(C(=O)O)c2ccccc2c1=O)Nc1ccc(Cl)c(S(=O)(=O)N2CCOCC2)c1	x	0.8%	10.2%	x	x	17.9%[57.1 µM]	x	0.0%	9.2%[57.1 µM]
COCC1CCN(C(=O)c2cc(COc3ccc(OC)c4ccccc34)on2)C1 (centres undefined)	x	-15.1%	8.1%	x	x	-23.0%	x	12.0%	-15.8%
O=C(NCc1ccc(Cl)s1)C1CCC(=O)N(CCc2ccccn2)C1 (centres undefined)	-0.3	-14.0%	-3.5%	0.2	-8.7	11.3%	-6.1	0.0%	-1.6%
O=C(Cn1nnc2ccccc21)NC1CCCCC1	-0.7	-9.9%	1.0%	-0.4	-20.3	5.2%	3.3	4.6%	-1.7%
Cc1ccc(C)c(NC(=S)N2CCCC2)c1	0.1	-17.6%	-12.6%	0.4	-9.0	16.6%	10.0	-0.1%	4.8%
O=C(CCNS(=O)(=O)c1ccc(F)c(Cl)c1)NCc1ccccc1F	x	-14.5%	u	x	x	u	x	0.6%	-8.4%
O=C(Nc1ccc(OCC(=O)N2CCN(S(=O)(=O)c3ccccc3)CC2)cc1)c1ccco1	-1.0	-11.5%	-2.5%	-1.0	-8.5	-14.0%	-3.4	-0.9%	2.4%
COc1ccc(OC)c(C2/C(=C(\O)c3ccc(OC)c(Cl)c3)C(=O)C(=O)N2CCN(C)C)c1 (centres undefined)	0.1	-4.5%	1.3%	1.0	-0.6	-10.1%	-2.5	1.4%	0.8%
O=C(Nc1ccc(Br)cc1F)c1cc(S(=O)(=O)NC2CCCCC2)ccc1F	0.2	-11.4%	2.5%	1.5	x	0.1%[57.1 µM]	-10.9	8.8%	-0.8%[57.1 µM]
Cc1cc(C)n2nc(C(=O)OCC(=O)N(CC(C)C)CC(C)C)nc2n1	0.6	-0.5%	-9.6%	1.1	14.3	0.8%[57.1 µM]	5.8	-1.3%	-4.6%
Cn1c(=O)c(C(=S)NC(=O)C2CC2)c(N)n(Cc2ccccc2)c1=O	0.3	x	x	-0.3	8.2	x	-1.0	x	x
CCOc1ccccc1-n1c(SCC(=O)NC(C)CC)nnc1-c1ccoc1C (centres undefined)	-0.1	-6.2%	-0.9%	0.0	-11.0	4.8%	-2.3	1.8%	3.0%
CCOc1ccc(NC(=O)N2CCN(Cc3cc(=O)n4nc(-c5ccc(OC)cc5)sc4n3)CC2)cc1	0.3	-12.3%	0.6%	x	x	21.5%[57.1 µM]	2.3	-1.1%	0.5%[57.1 µM]
CN(Cc1ccc2c(c1)OCCO2)C(=O)CSc1ncnc2sccc12	x	-7.3%	-0.9%	x	x	-0.6%	x	2.0%	-2.0%
CCc1ccccc1NC(=O)CSc1nnc(-c2ccco2)n1N	0.1	-2.9%	-10.0%	-0.9	-10.0	-17.6%	2.2	-2.0%	-13.3%
COc1ccc(NC(=O)CCNS(=O)(=O)c2ccc3c(c2)CCCC(=O)N3)cc1Cl	-1.1	-8.2%	-5.0%	-1.1	x	23.1%	-10.2	-2.1%	5.4%
O=C(O)COc1ccccc1C(Nc1cccnc1)c1cc(Cl)c2cccnc2c1O (centres undefined)	-0.2	u	x	x	x	0.562µM*	6.5	u	1.3%[57.1 µM]
NS(=O)(=O)c1cccc(NC(=O)COC(=O)Cc2ccc(Cl)cc2)c1	-0.8	-8.4%	-0.5%	-4.3	-6.3	5.5%[57.1 µM]	7.7	-5.3%	0.0%[57.1 µM]
Cc1cnc(CNC(=O)c2ccc3oc(Cc4ccc(Cl)cc4)nc3c2)cn1	-1.2	-13.5%	-8.0%	-1.0	-1.6	19.2%	-3.1	-1.4%	u
OCC[C@@H]1C[C@H](O)[C@@H](O)[C@@]2(OCc3ccccc32)O1	-2.1	-25.4%	-3.2%	x	x	18.7%	5.4	18.2%	2.5%
Cc1ccc(Cl)cc1NC(=O)CN1C(=O)c2cccc3cccc1c23	1.2	-9.4%	1.1%	0.9	x	1.1%	5.9	-11.8%	-1.1%
COc1ccc2[nH]c(=O)c(C(=O)O)cc2c1	-0.1	-19.1%	3.0%	0.9	-6.9	29.8%[57.1 µM]	3.3	-1.2%	45.8%[activator][57.1 µM]
Cc1cc(OCC(=O)N(Cc2ccco2)c2c(N)n(Cc3ccccc3)c(=O)[nH]c2=O)ccc1Cl	0.3	-12.5%	40.0%[activator]	-1.8	11.6	-12.8%	7.3	3.6%	7.8%
O=C(NCc1cccc(F)c1)c1cccc(NC(=O)c2nsc3ccccc23)c1	0.3	-15.4%	19.5%	0.7	x	11.4%[57.1 µM]	-0.5	0.0%	-1.3%[57.1 µM]
O=C(CN1C(=O)c2ccccc2C1=O)Nc1ccc(S(=O)(=O)NCC2CCCO2)cc1 (centres undefined)	0.8	1.0%	-2.5%	-0.2	-9.4	10.5%	-1.6	3.3%	6.7%
Cc1ccc(S(=O)(=O)N2CCOCC2)cc1C(=O)NC1CCCCCC1	0.8	-8.2%	-2.7%	0.9	4.2	15.3%[57.1 µM]	-0.1	-1.3%	5.8%[57.1 µM]
Cc1cc(N2C(=O)Cc3ccccc3C2=O)ccc1C(C)C	0.4	u	2.3%	1.2	-20.3	-4.3%[57.1 µM]	-2.5	-2.9%	-8.8%
O=C(NCC(=O)N(Cc1ccccc1)C(C(=O)NC1CCCC1)c1ccco1)c1ccco1 (centres undefined)	-0.5	-10.3%	-2.0%	0.5	-12.6	-0.6%	-1.9	4.8%	2.0%
COc1ccc(NC2CCCN(C(=O)c3cccc(C)n3)C2)cc1OC (centres undefined)	0.9	-15.6%	107.1%[activator]	1.4	-7.1	4.9%	-0.4	-2.1%	0.2%
Cc1cccc(C)c1NC(=O)CNC(=O)Cn1nc(C)c(C)c(C#N)c1=O	0.1	-8.2%	0.1%	0.6	9.6	6.3%[57.1 µM]	-8.6	-3.6%	5.5%[57.1 µM]
Cc1cc(C(=O)CN2C(=O)NC(C)(c3cc(F)ccc3F)C2=O)c(C)n1C1CC1 (centres undefined)	x	-12.9%	-2.3%	x	x	16.1%	x	1.7%	0.4%
Cc1ccc2nc(C)cc(N/N=C/c3cccc(O)c3)c2c1	-0.2	-10.8%	-6.3%	-0.4	5.5	13.6%[57.1 µM]	-3.3	3.3%	4.7%[57.1 µM]
CC(C)(C)[C@H]1COC(=O)[C@@H](Cc2ccc(F)cc2)CC/C=C/C[C@@H](CC(=O)N[C@@H](CO)Cc2ccccc2)C(=O)N1	x	-21.9%	-4.7%	x	x	14.8%	x	-7.8%	3.4%[57.1 µM]
O=C(N/N=C/c1cccs1)c1cc(-c2ccncc2)nc2ccccc12	-0.1	-3.2%	-2.1%	-0.5	3.3	-32.3%	-0.7	-2.0%	-23.8%
COc1cccc(Cn2c(SCc3ccc(C(=O)N4CCC(C)CC4)cc3)nc3ccncc32)c1	-2.1	-0.6%	5.4%	-0.4	x	-15.3%	2.1	0.0%	-9.0%
COc1cccc(C(=O)Nc2c(F)cccc2F)c1	-0.3	-18.0%	3.3%	0.7	9.5	20.5%[57.1 µM]	10.4	10.9%	8.0%[57.1 µM]
CC(=O)NNc1nc(-c2ccc(C)cc2)cs1	-0.2	-12.2%	6.7%	x	x	28.0%	-3.5	4.6%	9.1%
COc1cc(-c2nc(-c3ccc(NC(=O)c4ccc5c(c4)OCO5)cc3)no2)cc(OC)c1OC	1.1	-9.8%	u	3.2	-2.8	31.8%[activator][57.1 µM]	5.2	11.9%	9.3%[57.1 µM]
CCN(C(=O)c1cccc(Br)c1)C1CCS(=O)(=O)C1 (centres undefined)	0.5	-0.6%	u	1.0	6.8	-2.2%[57.1 µM]	-6.3	0.4%	-2.3%[57.1 µM]
Cc1cccc(NC(=O)CCC(=O)NCCO)c1	1.1	-12.4%	0.8%	0.3	-5.9	11.0%	6.8	5.3%	3.7%
Cn1c(N)c(C(=O)CSc2nc3ccccc3c(=O)n2Cc2ccccc2)c(=O)n(C)c1=O	1.0	-9.4%	-2.2%	1.1	-8.7	-16.7%	10.2	6.0%	-13.7%

Compound activity as filed in PubChem BioAssay.
